Screening results (PubChem BioAssay)
Platelet DG rel = inhibitors of platelet dense granule secretion, primary screen, cell-based, MLPCN, human platelets | human platelet-rich plasma, SFLLRN dense granule ATP release, luminescence | inhibition, %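 (compounds screened at 7.5 µM in platelet-rich plasma)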 | 300,000 compounds, 0.22% hits | AID 1663, 2009;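 active means mean replicate score, as percent of positive control, at or above 50; inconclusive means mean below 50 but at least one replicate at or above 50; inactive means mean and every replicate below 50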
AI-2 QS modul = Vibrio harveyi AI-2 quorum sensing modulators, primary screen, JMH597 strain, luminescence/OD600 ratio; Vibrio harveyi JMH597 AI-2 luminescence/OD600 ratio, 9 h; stronger effect = lower value; strain lacks LuxN and CqsS sensors; 0 = neutral-control median; activity change, % at 7.5 µM; 300,000 compounds, 0.4% hits; in the data active means activity change below about -75%, passing the limit was not always enough; inconclusive means no clear call, values can overlap the other calls;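 further: luminescence divided by OD600 gain over 9 h not by final OD600 alone; inactives centre near 13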
HSP90 inh = HSP90 inhibitors, primary screen, cell lysate, luminescence. 290,000 compounds, 0.91% hits. inhibition, % at 5.6 µM. Rabbit reticulocyte lysate, luciferase refolding luminescence, 3 h. AID 1789, 2009;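 active means inhibition above the screen-wide mean plus 3 SD, computed separately per campaign, cut at about 16% in these data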;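 further: 0% = DMSO wells and 100% = 60 µM geldanamycin wells; inhibitors lower the luminescence because luciferase stays unfolded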
aSyn 5UTR inh = MLPCN primary screen, SNCA 5' untranslated region. AID 1813, 2009. 300,000 compounds, 0.82% hits. alpha-synuclein 5'UTR reporter, inhibitor activity. inhibition, % (tested at 7.5 µM); in the data active means inhibition above about 60%; inconclusive means no clear call, values can overlap the other calls;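 further: H4 neuroglioblastoma cells stably carrying SNCA 5'UTR luciferase fusion; 0% = DMSO wells and 100% = positive control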
KLF5 inh = KLF5 expression inhibitors, primary screen, DLD-1 cells, luminescence. inhibition, % at 5 µM. DLD-1 KLF5 promoter-luciferase reporter. 290,000 compounds, 0.23% hits;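 active means inhibition above a per-plate limit of that plate's mean compound inhibition plus 3 SD, cut at about 60% in these data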;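 further: 0% = DMSO wells and 100% = LY294002 at 200 µM; higher means less KLF5 promoter-driven luciferase light; inactives centre near -14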
IEC-6 cytotox = cytotoxicity in IEC-6 intestinal epithelial cells, primary screen, cytotoxicity control for KLF5 inhibitor project, cell-based, luminescence; inhibition, % at 5 µM; AID 1825, 2009; IEC-6 cytotoxicity, luminescence viability; 290,000 compounds, 0.78% hits; in the data active means inhibition above about 22%;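 further: 0% = plate median of test compound wells and 100% = cytotoxic reference compound wells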
SKKanGAS inh = S. pyogenes SKKanGAS growth inhibitors in kanamycin, primary screen, streptokinase expression inhibitor project, SKKanGAS strain, BacTiter-Glo luminescence; inhibition, % at 7.5 µM; 6 h; 300,000 compounds, 1.3% hits;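 active means mean replicate score, as percent of positive control median, at least 50; inconclusive means mean below 50 but one replicate at or above 50; inactive means mean and every replicate below 50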;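 further: strain carries kanamycin resistance gene driven by streptokinase promoter and grows in 40 µg/ml kanamycin; loss of luminescence reflects streptokinase promoter inhibition or plain growth inhibition; 0% = median of DMSO wells and 100% = positive control at its reference dose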
HSF1 inh = HSF1 inhibitors in luciferase reporter cells, primary screen, cell-based, NIH3T3, luminescence; 300,000 compounds, 0.77% hits; NIH3T3-HGL HSE-luciferase, MG132-induced, luminescence 8 h; stronger effect = lower value; activity change, negative = inhibition, % at 7.5 µM (by protocol);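 active means more than half of replicate wells show activity change below -50%, luminescence cut by over half; inconclusive means some wells, but at most half, below -50%; inactive means no replicate well below -50%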;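 further: luciferase reports HSF-1 transcriptional activity via heat shock element; 0% = median of DMSO wells and -100% = zero luminescence signal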
HIF activator = HIF pathway transcriptional activators, primary screen, cell-based, U2OS HRE-luciferase, luminescence; 300,000 compounds, 0.32% hits; U2OS HRE-luciferase reporter; normalized: DMSO 0%, desferrioxamine 100%; AID 1910, 2009; activation, % at 7.5 µM (by protocol);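 active means mean activation of at least 10% of the iron chelator positive control signal, with at least half of replicates also reaching 10%; inconclusive means mean and replicate majority disagree about reaching 10%; inactive means mean and most replicates under 10%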
HSF1 activator = HSF-1 activators, primary screen, NIH3T3-HGL cells, MG132 stress, luminescence, single point; NIH3T3-HGL HSF-1 luciferase reporter, 8 h; 100% = twice DMSO control signal; activation, % at 9 µM; 300,000 compounds, 1.7% hits; AID 504408, 2011;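 active means mean replicate activation of at least 50% with a set share of replicates each reaching 50%; inconclusive means only one of those two conditions met; inactive means mean below 50% and too few replicates reaching it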;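 further: 0% = median of the neutral control wells and 100% = twice that signal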
An asterisk follows results filed as active; u = inconclusive; x = not tested or not shown. Hits appear at their usual frequency. Share with any hit: about 6%.

SMILES	Platelet DG rel	AI-2 QS modul	HSP90 inh	aSyn 5UTR inh	KLF5 inh	IEC-6 cytotox	SKKanGAS inh	HSF1 inh	HIF activator	HSF1 activator
CCOC(=O)CC1(NC(=O)C2CCC(=O)N(CCc3ccc(OC)cc3)C2)CCCCC1 (stereo not given)	4	11	1	-26	-7	-3	-2	1	0.2	1
Cc1cccc(CCN(Cc2cc3cccc(C)c3[nH]c2=O)C(=O)N2CCOCC2)c1	-3	4	-3	-28	-1	3	4	2	0.0	18
COc1cc(NC(=O)c2ccccc2)c(OC)cc1NC(=O)Cc1ccc(Br)cc1	-7	37	5	26	-11	-2	3	3	-0.2	-19
Cn1c(C(=O)OCC(=O)NCC2CCCO2)cc2sccc21 (stereo not given)	8	33	1	15	3	-5	-1	0	0.1	-4
Cc1ccc(-c2cc(-c3ccco3)c(C#N)c(=O)[nH]2)cc1	-7	15	2	15	-14	-8	6	-3	0.0	-6
CCOC(=O)c1ccc(NC(=S)N2CCCC2)cc1	13	19	-6	-54	-94	1	2	19	2.5	18
Cc1nc(Sc2ccccc2)c(C#N)cc1-c1ccccc1	0	11	1	-8	6	0	13	2	0.5	31
O=C(O)c1ccc(S(=O)(=O)NC2CC2)cc1	23	5	0	7	-3	2	-7	0	0.3	-12
O=C(NC1CCN(Cc2ccccc2)CC1)c1ccccc1	0	30	4	-17	-4	-4	0	-13	0.7	-26
Cc1cccc(-c2oc3ccccc3c2C#CCCCCO)c1	0	6	0	8	-6	-4	76*	0	0.3	15
O=C(CN1C2CCCC1CC(NC(=O)c1ccccc1)C2)Nc1nccs1 (stereo not given)	0	6	-1	24	-20	9	4	-10	-0.2	-19
CCCOC(c1ccccc1)(c1ccc(C(F)(F)F)cc1)C(Oc1nc(C)cc(C)n1)C(=O)O (stereo not given)	-3	32	-2	u	70*	2	-29	13	-1.3	36
O=C1CCc2cc(S(=O)(=O)NC(Cc3ccccc3)C(=O)NCCC3=CCCCC3)ccc2N1 (stereo not given)	-28	16	0	12	3	3	4	-1	x	8
Cc1cc(C)cc(N(CC(=O)NC2CCCCC2)C(=O)CCCC(=O)Nc2ccccn2)c1	0	3	2	6	-6	2	-2	1	-0.2	33
CCOC(=O)Nc1ccccc1C(=O)Nc1cc(C)cc(C)c1	2	-1	-5	-20	-9	2	-3	-44	0.9	-55
COC(/C=C/Nc1ccc(OC)cc1)=C(C#N)C#N	1	8	1	-5	-32	-3	1	x	0.0	x
Cc1cccc(C(=O)NNC(=O)c2ccc(S(=O)(=O)N3CCOCC3)cc2)c1	-13	31	2	12	-82	-10	7	-2	-0.4	-18
COc1cccc(C(=O)Nc2c3c(nn2-c2cccc(C)c2C)CS(=O)C3)c1OC (stereo not given)	5	7	2	-4	-6	0	3	6	-0.3	-12
O=C(Cc1ccccc1)NN1CCCCC1	-16	6	3	7	4	2	3	-9	-0.7	-5
CN(C)c1nc(/C=C(\C#N)C(N)=O)c(Cl)n1-c1ccc(F)cc1	-3	10	4	-31	-8	-2	-5	-1	-0.9	-7
Cc1c(C(=O)NNC(=O)c2ccccc2O)oc2ccc(Br)cc12	-10	17	x	-31	x	x	108*	6	-24	9
COC(=O)CSc1nnc(CNC(=O)c2cc(OC)cc(OC)c2)n1-c1ccc(F)cc1	3	3	1	7	-5	-4	-7	1	-0.6	-3
O=C(CN1CCCCC1)n1c2ccccc2c2ccccc21	-29	8	0	-3	6	7	3	1	-1.0	5
CCN(CC)CCNC(=O)c1ccccc1C(=O)c1ncc[nH]1	-11	-1	1	-3	-20	5	-2	4	0.0	3
CCCOc1ccccc1/C=C(\C#N)C(=O)Nc1cccnc1	4	14	-2	-85	-47	-3	4	17	2.6	45
Going on with the list.
SMILES	Platelet DG rel	AI-2 QS modul	HSP90 inh	aSyn 5UTR inh	KLF5 inh	IEC-6 cytotox	SKKanGAS inh	HSF1 inh	HIF activator	HSF1 activator
Cc1ccc2nc(NC(=O)CCCc3nc4ccccc4s3)sc2c1	-5	26	2	45	88*	-1	5	17	0.8	27
C=CCn1c(CNC(=O)c2ccco2)nnc1SCC(=O)N1c2ccccc2Sc2ccccc21	-14	24	3	17	10	3	-12	-1	0.0	9
CC(=O)c1cccc(N(CC(=O)NC2CCCCC2)C(=O)CNC(=O)c2cccs2)c1	-33	16	0	3	-5	2	-2	3	-1.0	6
Cc1cc(NC(=O)CSc2nnnn2-c2ccccc2)no1	-4	23	3	26	-15	-8	3	10	0.1	18
CCc1ccc(S(=O)(=O)NCc2csc(C)n2)s1	13	25	15	23	-8	-4	-10	0	-0.4	-11
S=C(NC1CCCC1)N1CCN(c2ccccn2)CC1	-17	-6	4	-9	-22	3	4	9	-8.1	-1
Cc1cccc(C(=O)Nc2cccc(Br)c2)c1[N+](=O)[O-]	5	13	-4	-22	4	-3	-4	2	0.2	27
CCCC(CCC)C(=O)Nc1ccncc1	-8	25	7	7	35	6	-14	5	0.2	32
CCc1ccccc1NC(=O)c1ccc2c(c1)CCN2S(C)(=O)=O	-1	18	0	-12	-28	-1	-3	-1	0.5	4
O=C(O)C1CC=CCC1C(=O)NCc1ccccc1 (stereo not given)	-2	12	1	1	-1	3	7	0	-0.3	6
CCn1c(C)nc2cc(C(=O)NNC(=S)NC(=O)c3ccccc3)ccc21	1	15	-3	-16	-16	1	x	-53*	0.2	-60
O=C(Nc1ccc2c(c1)OCCO2)c1cccnc1	2	5	0	-141	-75	8	0	5	2.6	6
O=c1[nH]c(SCc2cccc(Cl)c2)nc2c1CCCC2	9	x	-2	14	-5	-2	1	17	0.1	20
N#CCc1ccc(Oc2ncc(C(F)(F)F)cc2Cl)cc1	-1	3	4	21	1	9	-4	3	0.4	4
CC1(C)NC(=O)N(CCOc2cccc(Cl)c2Cl)C1=O	14	5	18*	-2	-4	4	-7	-6	0.0	4
O=C(NC(=S)N1CCN(c2ccc(F)cc2)CC1)C12CC3CC(CC(C3)C1)C2	0	15	1	35	-33	-10	51*	-1	-0.2	2
Cc1cc(-c2ccccc2)c(C#N)c(N)n1	1	9	-1	27	-31	-3	-2	-7	-0.3	-13
C=C(Cl)COc1ccc2c(C)cc(=O)oc2c1	-9	5	0	14	-27	4	-6	4	-0.1	-20
COc1ccc(Nc2nc(CN3CCOCC3)nc3sc4c(c23)CCC(C)C4)cc1OC (stereo not given)	-6	7	-3	17	-7	-8	4	-14	0.0	-1
CC(=O)Oc1ccccc1C1OC(=O)c2ccccc2N1C(C)=O (stereo not given)	-3	21	5	-23	-27	-4	1	-1	-0.2	12
CCCCCC(=O)N(CN1C(=O)CCC1=O)c1ccccc1	-10	9	-4	22	-33	-9	-9	-1	-0.2	8
N/C(Cc1ccc(Cl)c(Cl)c1)=N\OC(=O)c1cccs1	2	u	-1	9	-5	-1	7	2	-0.2	14
Cc1cccc(-n2c(SCc3ccc(C#N)cc3)nnc2-c2c[nH]c3ccccc23)c1	25	33	3	47	-11	5	25	22	-1.4	29
CC(=O)N1CC2(CC(=O)OC(C)C)CN(C(C)=O)CC(CC(=O)OC(C)C)(C1)C2=O	2	3	-2	-2	-13	-3	0	4	0.0	-3
O=C(N/N=C/c1ccccc1[N+](=O)[O-])c1ccncc1	2	21	-2	-18	-70	-2	2	2	-9.8	3
(listing goes on)
SMILES	Platelet DG rel	AI-2 QS modul	HSP90 inh	aSyn 5UTR inh	KLF5 inh	IEC-6 cytotox	SKKanGAS inh	HSF1 inh	HIF activator	HSF1 activator
Cc1ccc(C(=O)N2CCCC(N(C)Cc3ccccc3)C2)s1 (stereo not given)	-2	17	-6	-4	-23	-1	-3	3	0.0	12
Cc1ccnc2c1ccc1ccccc12	-13	18	-5	-22	-2	1	-8	6	0.0	0
CCCCn1c(N)c(N(CCOC)C(=O)CN2c3ccccc3CC2C)c(=O)[nH]c1=O (stereo not given)	-3	16	8	6	-9	8	-12	1	-0.9	-6
COCCOC(=O)c1c(NC(=O)CNCc2ccco2)sc(C(N)=O)c1C	0	15	3	10	-3	2	-5	-12	0.3	-23
O=S(=O)(c1ccc(Br)cc1)N1CCN(c2cc(-c3ccccc3)nc3ncnn23)CC1	-3	35	-1	-1	9	2	27	14	0.4	28
O=c1[nH]c(Cc2ccccc2)nc2scc(-c3ccccc3)c12	0	20	6	-11	-33	5	-3	19	0.6	11
O=C(Nc1ccccc1F)c1c[nH]c(=O)[nH]c1=O	66*	22	0	-10	-11	2	-4	2	-0.2	-2
Cc1cccc2cc(CN(Cc3cccnc3)C(=S)NCCCN(C)C)c(=O)[nH]c12	-3	6	-3	8	7	-6	4	-5	0.1	1
CCN(CC)C(=O)COc1ccc(S(=O)(=O)N2CCOCC2)cc1	-4	19	-1	0	-9	-4	-6	-9	0.0	14
CC(=O)c1cccc(N=Nc2c(-c3ccccc3)[nH]n(-c3ccccc3)c2=O)c1	-1	45	0	12	0	-4	7	-5	-0.3	-6
COCCNCC(=O)NCC12CC3CC(CC(C3)C1)C2	-3	34	3	14	-21	2	4	-9	-0.5	0
CCOC(=O)c1cnc2c(-c3ccccc3)c(-c3ccccc3)nn2c1C	-1	17	-1	6	-8	-1	-10	-7	-0.4	-8
CCOC(=O)CNC(=O)C1(/C=C/c2ccccc2)CC(=O)N1c1ccc(OC)cc1 (stereo not given)	17	13	0	-14	-22	-1	12	-7	-0.2	3
O=C(OCC(=O)N1CCCc2ccccc21)c1cc(S(=O)(=O)N2CCOCC2)ccc1F	-3	19	x	5	x	x	14	-5	-0.4	6
COc1ccc(CN(C)S(=O)(=O)c2nnc(NC(=O)c3ccccc3)s2)cc1OC	-6	15	2	19	-12	1	26	-2	-0.2	-7
NNC(=O)c1ccc([N+](=O)[O-])c(CS(=O)(=O)c2ccc(Cl)cc2)c1	3	-2	2	6	-15	2	5	28	-0.2	57*
COC(=O)c1ccsc1NC(=O)c1cccc(OC)c1	5	30	0	0	-15	6	5	2	0.0	17
COc1ccc(C(=O)O/N=C2\CCS(=O)(=O)c3sccc32)cc1	3	13	2	-26	-4	3	-7	0	-0.1	5
O=C1c2ccccc2C(=O)N1/N=C/c1ccc(O)c(O)c1O	18	32	1	0	-13	-5	3	-6	-0.2	-7
COc1ccc(C(=O)NC(=S)NNC(=O)c2ccccc2O)cc1	6	13	-3	52	14	-2	102*	3	-0.4	4
CC(=O)NCCn1c(C)cc2ccccc21	19	9	x	17	x	x	-9	-2	0.1	4
N#CCCn1c(SCC(=O)c2c[nH]c3ccccc23)nc2ccccc21	1	19	1	19	-27	5	-2	4	0.0	-2
O=C(CC1NC(=O)NC1=O)Nc1ccccc1 (stereo not given)	3	24	0	-6	-22	-5	-1	0	-0.3	11
